Source: PubChem
OX1R antag-1 – antagonists of human orexin 1 receptor (OX1R); inhibition, % at 6.6 µM; OX1R-expressing cells, FRET antagonist read-out; Orexin/Hypocretin receptor type 1 (Homo sapiens), O43613; 1.8% of 330,000 active; AID 485270, 2010; in the data active = inhibition mostly above about 38%, no sharp cut-off; inactive = mostly below about 40%;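 also: 0% = agonist challenge alone and 100% = reference antagonist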
Target sequence (O43613 whole entry, looked up): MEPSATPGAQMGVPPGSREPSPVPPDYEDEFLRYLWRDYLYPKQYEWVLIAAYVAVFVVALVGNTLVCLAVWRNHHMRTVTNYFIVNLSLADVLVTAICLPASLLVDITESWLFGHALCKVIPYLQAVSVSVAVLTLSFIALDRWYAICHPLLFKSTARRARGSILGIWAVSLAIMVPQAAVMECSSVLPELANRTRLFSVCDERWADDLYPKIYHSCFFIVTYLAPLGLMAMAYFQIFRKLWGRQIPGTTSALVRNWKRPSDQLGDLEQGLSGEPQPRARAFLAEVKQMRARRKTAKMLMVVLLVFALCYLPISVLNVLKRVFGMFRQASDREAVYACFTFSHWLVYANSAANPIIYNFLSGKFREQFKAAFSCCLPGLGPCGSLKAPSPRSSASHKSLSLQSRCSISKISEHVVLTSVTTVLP
CHT PAM – CHT positive allosteric modulators, primary screen, cell-based, membrane potential dye, choline EC20; High affinity choline transporter 1 (Homo sapiens), Q9GZV3; CHT-expressing cells; stronger effect = higher value; LV-AA mutant CHT in HEK293 cells; B-score at 10 µM; 0.49% of 310,000 active;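 active = initial fluorescence not abnormally high and integrated response B-score, plate-corrected, over 3 SD above library mean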
Target sequence (Q9GZV3 whole entry, looked up): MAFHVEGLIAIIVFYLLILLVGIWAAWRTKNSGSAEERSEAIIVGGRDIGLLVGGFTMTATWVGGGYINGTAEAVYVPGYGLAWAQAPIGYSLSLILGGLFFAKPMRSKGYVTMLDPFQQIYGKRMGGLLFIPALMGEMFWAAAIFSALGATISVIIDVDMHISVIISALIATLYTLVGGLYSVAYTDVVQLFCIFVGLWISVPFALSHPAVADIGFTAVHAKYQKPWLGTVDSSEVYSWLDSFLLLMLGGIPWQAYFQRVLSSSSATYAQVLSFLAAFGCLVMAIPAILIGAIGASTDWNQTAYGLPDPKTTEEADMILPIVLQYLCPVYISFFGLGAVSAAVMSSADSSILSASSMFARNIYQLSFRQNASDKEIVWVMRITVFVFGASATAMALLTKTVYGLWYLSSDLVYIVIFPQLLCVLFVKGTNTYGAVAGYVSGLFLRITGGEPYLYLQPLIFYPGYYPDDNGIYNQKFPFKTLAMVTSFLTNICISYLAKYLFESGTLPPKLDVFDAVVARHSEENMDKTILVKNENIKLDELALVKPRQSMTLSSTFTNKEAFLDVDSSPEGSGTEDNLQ
OX1R antag-2 – OX1R (HCRTR1) antagonists, primary screen, fluorescence, CHO/OX1R cells, Fluo-8 calcium, orexin A. Fluo-8 calcium fluorescence. inhibition, % at 5 µM. 0.43% of 330,000 active. AID 434989, 2010;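 active = inhibition above its plate's threshold, mean inhibition of all tested compounds on the plate plus 3 SD, cut at about 37% in these data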;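 also: 0% = orexin A challenge wells and 100% = SB-334867-A antagonist wells; not every result past the cut was called active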
* = called active by the depositor; i = inactive; nt = not tested or not shown.

SMILES	OX1R antag-1	CHT PAM	OX1R antag-2
CCCN1C2CCCC1CC(NC(=O)c1cc(OC)cc(OC)c1)C2 (stereo unspecified)	7	i	-16
O=C(OCc1ccc(F)cc1)c1cc(S(=O)(=O)N2CCCCC2)ccc1N1CCOCC1	9	i	-30
CC(Oc1ccc2c(-c3ccccc3)cc(=O)oc2c1)C(=O)NCCN1CCOCC1 (stereo unspecified)	20	i	-5
CCOC(=O)Cc1c(C)nc2c(C#N)c(C)nn2c1C	17	i	-7
CCOc1ccc2nc(NC(=O)c3cccnc3)sc2c1	12	i	-12
CCOc1cc(NC(=O)C2CCCO2)c(OCC)cc1NC(C)=O (stereo unspecified)	9	i	-3
CC1CCCCN1C(=O)CSc1nnc(-c2ccccc2O)o1 (stereo unspecified)	18	i	-43
N/C(=N\OC(=O)CCCOc1ccc(Cl)cc1Cl)c1ccccn1	24	i	-8
COc1cccc(OC)c1C(=O)NC(=S)Nc1ccc2c(c1)Cc1ccccc1-2	1	i	-13
C[C@@H]1CN=C2N(CCNC(=O)CCC3CCCCC3)[C@H](Cc3ccc(O)cc3)CN21	26	i	-24
CCC(=O)N(C)CCc1cc2c(c(OC)c1/C=N/NC(=O)[C@H]1C[C@@H]1c1ccccc1)OCO2	12	i	-27
O=C1C2C3C=CC(C3)C2C(=O)N1CNc1ccccc1 (stereo unspecified)	5	i	-1
O=C(Nc1ccc(/C=C/c2nc3ccccc3o2)cc1)c1cccc(C(F)(F)F)c1	10	i	-37
CC1CC(C)CN(C(=O)Cn2c(=O)n(CCCCC(=O)NCc3ccco3)c(=O)c3ccccc32)C1 (stereo unspecified)	12	i	-15
CC1Oc2ccccc2N(Cc2ccccc2Cl)C1=O (stereo unspecified)	13	i	-29
Cc1ccc(Cn2nnc3c(=O)[nH]c(C4CCCN(S(=O)(=O)c5ccc(F)cc5)C4)nc32)cc1 (stereo unspecified)	11	i	-24
Cn1nc([N+](=O)[O-])nc1Sc1nnc(-c2ccccc2)o1	62	i	-2
CCOc1ccc(-c2nnn(CC(=O)NCc3ccc(F)cc3)n2)cc1OCC	14	i	-16
CN(C)c1ccc(-c2nnc(SCC3CCCO3)n2C)cc1 (stereo unspecified)	7	i	-17
O=C(NCCO)c1ccc(Oc2ccc(C(F)(F)F)cc2[N+](=O)[O-])cc1	11	i	-17
COc1cc(NC(=O)c2c(F)c(F)c(F)c(F)c2F)c(OC)cc1Cl	22	i	-17
O=C(c1cnn2c(C(F)(F)F)cc(-c3ccccc3)nc12)N1CCCCC1c1cccnc1 (stereo unspecified)	34	i	-40
CC(=O)O[C@H]1C[C@@]2(C)[C@@H](C[C@@H](O)[C@H]3[C@@]4(C)CC[C@@H](O)[C@@H](C)C4CC[C@@]32C)/C1=C(\CCC=C(C)C)C(=O)O (stereo partly specified)	4	i	-21
CCc1cc(C(=O)c2ccc(C)cc2)c(NC(=O)CCl)s1	17	i	-26
COc1ccc(C2=CC(=O)CC(c3ccc(OC)cc3)C2)cc1 (stereo unspecified)	2	i	-29
COc1ccc(NC(=O)CN(C)S(=O)(=O)c2cccc3nsnc23)cc1OC	40	i	-14
CCOc1ccc(NC(=O)CN(C)C(=O)c2cccnc2Sc2ccc(Cl)cc2)cc1OCC	32	i	-41
CC1CC(C)CN(C(=O)COC(=O)c2cc3ccccc3cc2O)C1 (stereo unspecified)	29	i	-12
Cc1ccc(S(=O)(=O)N/N=C\c2cn(CC(N)=O)c3ccccc23)cc1C	11	i	3
CCC(C)(C)C1CCC(NC(=O)c2ccc(S(=O)(=O)N3CCOCC3)cc2)CC1 (stereo unspecified)	3	nt	-6
CSc1ccccc1OCc1cc(C(=O)NCc2ccc(C)s2)no1	36	i	-24
COc1ccc(C(=O)NC2CCCCCC2)cc1S(=O)(=O)N1CCCc2ccccc21	26	i	-1
CC(C)Oc1cccc(C(=O)C2CCCN(Cc3ccc(Oc4ncccn4)cc3)C2)c1 (stereo unspecified)	13	i	-34
O=C1/C(=C/c2cccs2)Sc2ccccc21	12	i	3
CCn1c(=S)sc2c(=O)n(CC(=O)Nc3ccccc3C(F)(F)F)c(C)nc21	-1	i	-11
COc1ccc(C(=O)Nc2cc(S(=O)(=O)N3CCCC3)ccc2Cl)cc1	16	nt	-8
O=C(NCCCc1ccccn1)C1CCC(=O)N(Cc2cccc(F)c2)C1 (stereo unspecified)	-4	i	-15
CC(=O)Nc1nc2ccc(C(=O)NCCOC(=O)C3CCCCC3)cc2s1	-10	i	-6
N#C/C(=C\c1ccccc1)C(=O)N1CCN(c2ccccc2F)CC1	21	i	-51
c1ccc2c(COn3nnc4ccccc43)cccc2c1	12	i	-27
CC(C)(C)C(=O)/C=c1\[nH]c(=O)/c(=C\c2ccccc2F)s1	22	i	-30
Cc1ccc(Cn2cc(/C=N/Nc3ccc([N+](=O)[O-])cn3)c3ccccc32)cc1	25	i	-1
O=C(CCS(=O)(=O)c1ccc(Br)cc1)Nc1ccccc1Cl	5	i	-32
Cc1ccc(S(=O)(=O)N2CCOCC2)cc1NC(=O)CSc1ccccn1	19	i	1
CCOc1cccc(NC(=O)CSc2nncn2N)c1	10	i	-21
CC(NC(=O)COc1ccccc1F)C1CC2CCC1C2 (stereo unspecified)	10	i	-23
CN(C)/C=C(/C(=O)c1ccc(Cl)cc1)S(C)(=O)=O	9	i	-9
Nc1nc(SCc2ccccc2Cl)[nH]c(=O)c1-c1ccccc1	43	i	-18
O=C(Nc1ccccc1)c1nc[nH]c1C(=O)N1CCN(c2ccccc2)CC1	5	nt	-5
CN(C)S(=O)(=O)c1ccc(NC(=O)C2COc3ccccc3O2)cc1 (stereo unspecified)	14	i	-9
CCn1c(CNC(=O)c2ccccc2)nc2ccccc21	18	i	-5
COc1ccc(CNC(=O)OCc2nccnc2C(=O)Nc2ccc(Br)cn2)cc1	9	i	11
NC(=S)Nc1ccc(Cl)c(Cl)c1	18	i	-10
O=S(=O)(NC1c2cccc3cccc(c23)C1N1CCNCC1)c1ccc(Cl)cc1 (stereo unspecified)	12	i	-25
COCCNC(=O)COC(=O)/C=C/c1c(C)nn(Cc2ccc(Cl)cc2Cl)c1Cl	42	i	2
CCN1CCN(c2ccc(S(=O)(=O)N3CCCCC3)cc2NC(=O)/C=C/c2ccc(OC(F)F)cc2)CC1	-5	i	-15
CC1CC(C)(C)NC(=S)N1CCCC(=O)NCc1ccccc1 (stereo unspecified)	0	i	-6
Nc1cc(C(=O)O)ccc1Nc1ccccc1	13	i	-3
Cc1ccc(C=Nc2ccccc2C#N)s1	-2	i	2
Oc1ccc(-c2nc3ccccn3c2NCc2ccc3c(c2)OCO3)cc1	24	i	-15

Structures from the list above containing an aryl thioether with sulfur outside any ring:
SMILES	OX1R antag-1	CHT PAM	OX1R antag-2
CC1CCCCN1C(=O)CSc1nnc(-c2ccccc2O)o1 (stereo unspecified)	18	i	-43
Cn1nc([N+](=O)[O-])nc1Sc1nnc(-c2ccccc2)o1	62	i	-2
CN(C)c1ccc(-c2nnc(SCC3CCCO3)n2C)cc1 (stereo unspecified)	7	i	-17
CCOc1ccc(NC(=O)CN(C)C(=O)c2cccnc2Sc2ccc(Cl)cc2)cc1OCC	32	i	-41
CSc1ccccc1OCc1cc(C(=O)NCc2ccc(C)s2)no1	36	i	-24
Cc1ccc(S(=O)(=O)N2CCOCC2)cc1NC(=O)CSc1ccccn1	19	i	1
CCOc1cccc(NC(=O)CSc2nncn2N)c1	10	i	-21
Nc1nc(SCc2ccccc2Cl)[nH]c(=O)c1-c1ccccc1	43	i	-18

More records follow:
SMILES	OX1R antag-1	CHT PAM	OX1R antag-2
COc1ccc(-c2oc(/N=C/N3CCOCC3)c(C#N)c2-c2ccc(OC)cc2)cc1	14	i	-4
CN1CC(=O)N2C(c3ccc(Cl)cc3)c3[nH]c4ccccc4c3C[C@H]2C1=O (stereo partly specified)	8	i	-13
Cc1ccc(NC(=O)CC2=NC(=O)C(CC(=O)Nc3ccccc3F)S2)cc1 (stereo unspecified)	13	i	-4
CCN(CC)c1ccc(NC(=O)c2cc3c(OC)cccc3[nH]2)cc1	40*	i	-6
O=C(c1cccc(N2C(=O)C3C4C=CC(C4)C3C2=O)c1)N1CCCCCC1 (stereo unspecified)	3	i	-14
COc1ccc(C(=O)/C=C/Sc2nc3ccccc3o2)cc1	4	i	-19
C#CC[N+](C)(C)CCN1C(=O)C2C(c3ccccc3)C=CC(c3ccccc3)C2C1=O (stereo unspecified)	15	i	-29
CN(c1ccccc1)C(c1ccc(F)cc1)c1nnnn1C1CCCC1 (stereo unspecified)	22	i	-31
CCOC(=O)c1cc2c(=O)n3ccccc3nc2n(CCOC)c1=NC(=O)C(C)(C)C	43	i	-27
COc1ccc(OCCNC(=S)Nc2cccc3ccccc23)cc1	11	i	-12
CCn1c(CC(=O)Nc2ccc(F)cc2)nnc1SCC(=O)N1CCOCC1	29	i	-22
COc1cccc(Nc2ncccc2C(=O)Nc2ccccc2)c1	19	i	-9
Cc1ccccc1NC(=O)C1=CC=CN2CCS(=O)(=O)N=C12	8	nt	-17
O=C(COC(=O)c1ccc2ccccc2n1)NC1CCCCC1	3	nt	-9
Cc1cccc(N2CCN(S(C)(=O)=O)CC2)c1C	16	i	-7
O=C(CSc1ccc(-c2ccccc2)nn1)NC1CCCC1	15	i	-3
COc1ccc(C)cc1NC(=O)CSc1nnc(-c2ccc(Br)cc2)o1	7	i	-3
C=CCn1c(SCC(=O)c2[nH]c(C)c(C(C)=O)c2C)nnc1-c1ccncc1	6	i	1
Cc1cccc(OCC(=O)NCc2n[nH]c(=O)c3ccccc23)c1	11	i	-7
O=C(NC1CCCCC1)c1ccc(CS(=O)Cc2ccc(Cl)cc2)o1 (stereo unspecified)	15	i	-25

OX1R antag-1: what is marked active above
SMILES | OX1R antag-1 | OX1R antag-2
CCN(CC)c1ccc(NC(=O)c2cc3c(OC)cccc3[nH]2)cc1 | 40* | -6

Gathered by group: the entries above containing a COOH group
SMILES	OX1R antag-1	CHT PAM	OX1R antag-2
CC(=O)O[C@H]1C[C@@]2(C)[C@@H](C[C@@H](O)[C@H]3[C@@]4(C)CC[C@@H](O)[C@@H](C)C4CC[C@@]32C)/C1=C(\CCC=C(C)C)C(=O)O (stereo partly specified)	4	i	-21
Nc1cc(C(=O)O)ccc1Nc1ccccc1	13	i	-3

Next section.
SMILES	OX1R antag-1	CHT PAM	OX1R antag-2
CC(C)CC(C(=O)NC1CCCCC1)N(Cc1cccs1)C(=O)c1snc(C(N)=O)c1N (stereo unspecified)	26	i	0
COC(=O)c1ccc(C)c(NC(=O)CN(c2cc(OC)ccc2OC)S(C)(=O)=O)c1	7	i	-12
Cc1cccc(N(CC(O)CN2CCCC2)S(=O)(=O)c2ccccc2)c1 (stereo unspecified)	6	i	-16
CCOc1ccc(N2CC(C(=O)Nc3cccc(C)c3C)CC2=O)cc1 (stereo unspecified)	17	i	-8
CC(C)=CC(=O)N1CCCC(N2CCN(c3ccccc3C)CC2)C1 (stereo unspecified)	11	i	-36
Cc1cc(OC(=O)c2cccc(Cl)c2)c([N+](=O)[O-])c(=O)[nH]1	3	i	-1
Cc1cc(C)c(S(=O)(=O)N2CCC(C(=O)NCc3ccco3)CC2)c(C)c1	8	i	-29
Cn1c(=O)c(C(=O)NNC(=O)c2cccc(Cl)c2)c(O)c2ccccc21	19	i	44*
COc1cccc(/C=N/n2nnnc2N)c1	5	i	-12
O=C(O)c1ccc(F)c(S(=O)(=O)Nc2ccccc2)c1	6	i	-10
CCNC(=S)N1CCC(C(=O)c2ccc3c(c2)OCCO3)CC1	8	i	-23
Cc1ccc(/C=N/n2cnc3sc(C)c(C)c3c2=O)o1	19	i	-19
CC(C)=NN1C(c2nonc2N)=NOC1(C)C	12	i	-11
CC(=O)/C(=N/Nc1ccccc1[N+](=O)[O-])N1CCCc2ccccc21	4	i	-44
O=C(CC(=O)c1ccccc1O)c1ccc(F)cc1	21	i	-30
CC(=O)N1c2ccc(S(=O)(=O)CCC(=O)O)cc2CC1C (stereo unspecified)	16	i	-7
O=C(NNC(=S)Nc1ccccc1Cl)C1CC1	8	i	1
CC(=O)N1CCN(CC(=O)Nc2sccc2C#N)CC1	2	i	-14
CCOc1ccc(NC(=O)CSc2nc3[nH]ncc3c(=O)n2-c2ccccc2OC)cc1	-8	i	-22
CC1CN(C(=O)C2CCCC2)C(C)CN1C(=O)C1CCCC1 (stereo unspecified)	9	i	-9
CCC12CN3CC(CC)(CN(C1)C31C(=O)N(C)c3ccc(C)cc31)C2=O (stereo unspecified)	21	i	-29
COc1ccc(C(=O)c2ccc(OC)c(OC)c2)cc1OC	5	i	-23
COc1cc(/C=C2\SC(=S)N(N3CCOCC3)C2=O)cc(OC)c1OC	27	i	-10
Cc1ccc(NC(=O)c2nc[nH]c2C(=O)N2CCC(C)CC2)cc1	24	i	-7
CCC(C(=O)N1CCN(S(=O)(=O)c2sc(C(=O)O)c(C)c2C(=O)O)CC1)c1ccccc1 (stereo unspecified)	-6	nt	-7
COC(=O)c1ccc(Sc2ccc(Cl)cc2)c(N)c1	9	i	-9
O=C(NCc1ccccc1)Nc1cccn(Cc2ccc(F)cc2)c1=O	16	i	-9
COc1ccc(C(CC(=O)NCc2ccccc2)Sc2n[nH]c(-c3ccccc3)n2)cc1 (stereo unspecified)	11	i	-30
